Source: PubChem BioAssay (National Center for Advancing Translational Sciences (NCATS))
IDH1 R132H inh: qHTS for Inhibitors of mutant isocitrate dehydrogenase 1 (IDH1): qHTS; Isocitrate dehydrogenase [NADP] cytoplasmic (Homo sapiens), O75874; 390,000 compounds, 0.093% hits; IDH1-R132H enzyme, NADPH consumption, diaphorase/resazurin fluorescence; AID 602179, 2012; Potency, µM (top dose mostly 76.6 µM), without a hit: at the top dose activity change, negative = inhibition, actives largely listed as inhibitors; note: potency is the fitted concentration of half-maximal effect; % is set by controls: 0 for no effect and ±100 for the full control effect; nearly all actives have a fitted effect of over 65% in size
Target sequence (O75874 whole entry R132H, stated change not applied): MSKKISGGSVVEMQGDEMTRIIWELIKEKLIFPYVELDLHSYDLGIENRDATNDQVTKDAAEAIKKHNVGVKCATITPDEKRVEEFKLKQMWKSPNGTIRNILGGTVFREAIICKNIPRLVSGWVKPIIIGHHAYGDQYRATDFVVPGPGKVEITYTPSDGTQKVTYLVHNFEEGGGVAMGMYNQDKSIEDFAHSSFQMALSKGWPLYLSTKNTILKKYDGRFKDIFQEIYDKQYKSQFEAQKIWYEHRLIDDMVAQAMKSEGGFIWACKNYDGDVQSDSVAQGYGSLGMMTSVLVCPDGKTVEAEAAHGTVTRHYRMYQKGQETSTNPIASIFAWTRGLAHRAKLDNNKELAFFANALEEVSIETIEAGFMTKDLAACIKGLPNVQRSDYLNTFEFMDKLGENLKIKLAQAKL
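IDH1-R132H (0.5 ug/mL) preincubated 30 min with compound, then NADPH (0.016 mM) and alpha-KG (2 mM) added; 80 min at RT, pH 7.5. Remaining NADPH coupled via diaphorase/resazurin to fluorescence (540/590 nm); concentration-response curves normalized to no-enzyme control.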
TrxR1 inh: qHTS Assay for Inhibitors of Mammalian Selenoprotein Thioredoxin Reductase 1 (TrxR1): qHTS | 390,000 compounds, 1% hits | Potency, µM (highest dose often 114 µM), inactives show at the top dose activity change, negative = inhibition, actives largely listed as inhibitors | recombinant rTrxR1, NADPH fluorescence consumption, selenite substrate | Thioredoxin reductase 1, cytoplasmic (Rattus norvegicus), O89049; note: potency is the fitted concentration of half-maximal effect; % is set by controls: 0 for no effect and ±100 for the full control effect; nearly all actives have a fitted effect of over 65% in size
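Rat TrxR1 (90 nM in the dispensed reagent) was pre-reduced with 400 uM NADPH for 5 min at room temperature, then incubated with compound for 15 min. After 400 uM selenite was added, NADPH fluorescence (Ex 340/Em 450 nm) was followed for 8 min.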
USP1-UAF1 inh: Inhibitors of USP1/UAF1: Primary Screen; 390,000 compounds, 0.23% hits; recombinant USP1/UAF1, Ub-Rhodamine cleavage fluorescence; Potency, µM (highest dose often 57.1 µM), without a hit: top-dose activity change, negative = inhibition, most hits filed as inhibitors; note: potency is the fitted concentration of half-maximal effect; % is set by controls: 0 for no effect and ±100 for the full control effect; nearly all actives have a fitted effect of over 60% in size; inactives centre near -12
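High-throughput fluorogenic screen: 1nM USP1/UAF1 complex, Ub-Rho substrate 150nM final, 50mM HEPES pH 7.8 with 0.5mM EDTA, 0.1 mg/ml BSA, 1mM TCEP and 0.01% Tween-20.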
Pin1 inhibitor: qHTS Assay to Find Inhibitors of Pin1; Peptidyl-prolyl cis-trans isomerase NIMA-interacting 1 (Homo sapiens), Q13526; Pin1 FP peptide displacement, HiFluor488, 10 min; Potency, µM (highest dose often 115 µM), for the others: at the top dose activity, negative = inhibition, hits mostly inhibitors; 390,000 compounds, 0.009% hits; AID 504891, 2011; active = well fitted inhibition curve with a large enough effect in the polarisation, with a control signal flat, not every such curve was filed as active; inconclusive = small, poorly fitted or top-dose-only effect, or effect the other way, or a change in a side signal; inactive = no such curve, though single readings can be large or run the other way; the % refers to the polarisation; note: potency is the fitted concentration of half-maximal effect; % is set by controls: 0 for no effect and ±100 for the full control effect
GLS inhibitor: qHTS for Inhibitors of Glutaminase (GLS). Glutaminase kidney isoform, mitochondrial (Homo sapiens), O94925. GLS enzymatic activity, qHTS titration. Potency, µM (top dose mostly 45.5 µM), for inactives: top-dose activity change, negative = inhibition, hits mostly inhibitors. 410,000 compounds, 0.21% hits. AID 624170, 2012; note: potency is the fitted concentration of half-maximal effect; % is set by controls: 0 for no effect and ±100 for the full control effect
Target sequence (O94925 whole entry, looked up, canonical isoform): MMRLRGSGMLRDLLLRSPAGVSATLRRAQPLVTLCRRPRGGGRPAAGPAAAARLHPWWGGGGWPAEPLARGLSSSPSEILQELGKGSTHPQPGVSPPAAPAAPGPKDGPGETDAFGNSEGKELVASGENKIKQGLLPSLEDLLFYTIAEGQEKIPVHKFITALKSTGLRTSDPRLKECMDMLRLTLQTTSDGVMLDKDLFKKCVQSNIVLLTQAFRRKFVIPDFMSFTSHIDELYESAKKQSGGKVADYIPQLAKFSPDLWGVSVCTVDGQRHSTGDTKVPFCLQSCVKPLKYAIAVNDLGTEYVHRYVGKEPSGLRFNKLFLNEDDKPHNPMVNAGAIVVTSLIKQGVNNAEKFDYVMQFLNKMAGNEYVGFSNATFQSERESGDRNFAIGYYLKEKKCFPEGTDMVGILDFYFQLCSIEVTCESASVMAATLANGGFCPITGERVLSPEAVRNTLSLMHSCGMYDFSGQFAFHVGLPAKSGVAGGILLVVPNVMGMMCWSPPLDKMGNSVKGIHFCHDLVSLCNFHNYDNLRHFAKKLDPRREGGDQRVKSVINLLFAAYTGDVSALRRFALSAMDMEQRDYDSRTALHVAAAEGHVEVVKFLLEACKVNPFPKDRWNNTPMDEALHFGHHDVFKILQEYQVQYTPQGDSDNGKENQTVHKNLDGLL
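Human kidney-isoform GLS in 45 mM KH2PO4 pH 8.2, 0.02% Tween-20, with compound, started with 1mM L-Glutamine (added stock). Glutamate oxidase/HRP/Amplex red coupled fluorescence read at start and after 30 min at RT.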
Tb PGK inh: qHTS Assay to Find Inhibitors of Phosphoglycerate Kinase. Phosphoglycerate kinase, glycosomal (Trypanosoma brucei brucei), P07378. PGK/GAPDH coupled, Kinase-Glo luminescence, 60 min. Potency, µM (highest dose often 57.5 µM), without a hit: top-dose activity change, negative = inhibition, most hits filed as inhibitors. 380,000 compounds, 0.043% hits. AID 602233, 2012; note: potency is the fitted concentration of half-maximal effect; % is set by controls: 0 for no effect and ±100 for the full control effect; nearly all actives have a fitted effect of over 60% in size
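Luminescent ATP detection (Kinase-Glo Plus) follows a 60-minute room-temperature incubation, with wells lacking PGK as controls. Buffer: 100 mM TEA (pH 7.6), 5 mM MgCl2, 0.01% Tween-20. Coupling enzyme GAPDH (100 nM final) supplies unstable 1,3-BPG in-well.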
PI4K2A inh: qHTS for small molecular inhibitors of PI4K2A | Phosphatidylinositol 4-kinase type 2-alpha (Homo sapiens), Q9BTU6 | purified PI4K2A, ADP-Glo luminescence, 1 h; stronger effect = lower value | activity change, negative = inhibition, % at 76.9 µM | 420,000 compounds, 0.13% hits | AID 1346378, 2018; in the data active = activity change below about -50%; inconclusive = mostly about -30% to -49%;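 note: -100% = wells without enzyme as full effect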
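ADP-Glo luminescence measured ADP generated by PI4K2A enzyme (4 ug/mL before mixing) with 1.2 mM PI substrate (pre-mix) and 300 microM ATP (pre-mix). Tris pH7.5 buffer with MgCl2, Triton X-100; 1 h reaction at ambient temperature.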
HP1b binding inh: HTS for Inhibitors of HP1-beta Chromodomain Interactions with Methylated Histone Tails. AlphaScreen HP1-beta / biotin-H3K9me3 peptide binding. Potency, µM (doses to about 114 µM), without a hit: at the top dose activity change, negative = inhibition, actives largely listed as inhibitors. 390,000 compounds, 0.56% hits. AID 540317, 2011; note: potency is the fitted concentration of half-maximal effect; nearly all actives have a fitted effect of over 70% in size; inactives centre near 23
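Compound inhibition of the preformed complex between 50 nM HP1-beta and 50 nM biotinylated H3K9me3 peptide was read by AlphaScreen. Buffer was PBS pH 7.4 with 0.01% Tween-20. Incubations ran 30 min at room temperature, with 10 ug/mL donor/acceptor beads.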
TrxR1 substrate: qHTS Assay for Substrates of Mammalian Selenoprotein Thioredoxin Reductase 1 (TrxR1): qHTS; purified TrxR1 substrate turnover, NADPH consumption readout; Potency, µM (titrated, usually from 114 µM), without a hit: at the highest dose activity change, negative = substrate turnover; 390,000 compounds, 0.01% hits; note: potency is the fitted concentration of half-maximal effect; % is set by controls: 0 for no effect and ±100 for the full control effect; nearly all actives have a fitted effect of over 50% in size
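Rat TrxR1, dispensed at 90 nM, was prereduced with 400 uM NADPH (final) for 5 min at ~22 deg C, then incubated with compound 15 min before 400 uM selenite. A first-read NADPH fluorescence drop versus no-compound background flagged substrates.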
The depositor's hits bear a star; i = inactive; ? = inconclusive; nt = not tested or not shown; [ ] = another dose, or the depositor's remark. Unless noted, calls come from the whole dose curve; as a rule, active = well fitted curve in the direction sought with a large enough effect; inconclusive = small, poorly fitted or top-dose-only effect, or another doubt; inactive = no such curve, though single readings can be large; an effect the other way counts as inactive or inconclusive. Not all compounds are listed, so the mix of outcomes need not match the whole.

canonical_smiles,TrxR1 substrate,HP1b binding inh,IDH1 R132H inh,Tb PGK inh,GLS inhibitor,Pin1 inhibitor,PI4K2A inh,TrxR1 inh,USP1-UAF1 inh
O=C(CN1CCCSc2ccccc21)N1CCN(S(=O)(=O)c2ccccc2)CC1,-2%,29%,3%,3%,51%[activator],5%,-1,-13%,-28%
COc1ccc(CCNC(=O)c2nnn(CC(=O)Nc3ccc(C)cc3C)c2N)cc1OC,-6%,40%[activator],4%,i,-13%,3%,-11,15%,-24%
Cn1c(=O)c2ncn(CC(=O)N/N=C/C=C/c3ccccc3)c2n(C)c1=O,-8%,5%,10%,-3%,?,-3%,0,11%[11.4 µM],4%
Cc1cc(C(=O)COC(=O)CNC(=O)c2ccc(F)cc2)c(C)n1Cc1ccco1,-5%,?,0%,0%,-1%,-1%,-4,-14%,-5%
Cc1ccc(C)c(S(=O)(=O)Nc2nc(C)c(C(=O)Nc3ccccc3)s2)c1,-12%,0%,7%,-5%,10%,0%,-4,-10%,-5%
CN1CCCC(OC(=O)c2ccc(C#N)cc2)C1 (centres undefined),2%,16%,2%,6%,12%,2%,0,20%,-18%
Cn1c(=O)c2c(nc(CN3CCOCC3)n2CC(O)CO)n(C)c1=O (centres undefined),1%[57.1 µM],15%,-3%,14%,1%,-1%,5,-7%[57.1 µM],-15%
Cc1cc(C(=O)NNC(=S)Nc2ccccc2C)cs1,-6%,25%,1%,-6%,-6%,1%,-2,-14%,-19%
CCOC(=O)N1CCC(NC(=O)c2cc(-c3ccc(OC)cc3)nc3ccccc23)CC1,70%[activator],33%,-15%,12%,-3%,-1%,-4,9%,-24%
Cc1c(Cl)cccc1NC(=O)C1NC(=O)CC1c1ccccc1 (centres undefined),2%[57.1 µM],29%,8%,-2%,-1%,-2%,?,18%[57.1 µM],-11%
C[C@@H]1CCCCO[C@H](CN(C)C(=O)c2ccccc2)[C@@H](C)CN([C@H](C)CO)C(=O)c2cc(NC(=O)c3ccncc3)ccc2O1,nt,nt,-7%,7%,-6%,nt,-3,nt,?
O=C(C1CCN(S(=O)(=O)c2ccccc2)CC1)N1CCOCC1,4%[11.4 µM],11%,6%,-3%,0%,-2%,0,-15%[11.4 µM],-4%
O=C(Cn1nnc2ccccc2c1=O)N[C@H](C(=O)O)c1ccccc1,6%,10%,1%,-3%,2%,-14%,-2,25%,-18%
Cc1ccc(S(=O)(=O)N(Cc2n[nH]c(=S)n2-c2ccccc2)c2cccc(Cl)c2)cc1,-13%,21%,0%,3%,-7%,-2%,-5,?,-4%
O=C(OCC1CCCO1)c1ccc2c(c1)N(Cc1ccc(F)cc1)C(=O)c1ccccc1S2(=O)=O (centres undefined),-2%[57.1 µM],40%[activator],-13%,2%,-3%,36%[activator],3,10%[57.1 µM],-12%

Sorted by the number under GLS inhibitor (rising): 5 from the list above.
smiles	TrxR1 substrate	HP1b binding inh	Tb PGK inh	GLS inhibitor	Pin1 inhibitor	PI4K2A inh	TrxR1 inh	USP1-UAF1 inh
COc1ccc(CCNC(=O)c2nnn(CC(=O)Nc3ccc(C)cc3C)c2N)cc1OC	-6%	40%[activator]	i	-13%	3%	-11	15%	-24%
Cc1ccc(S(=O)(=O)N(Cc2n[nH]c(=S)n2-c2ccccc2)c2cccc(Cl)c2)cc1	-13%	21%	3%	-7%	-2%	-5	?	-4%
C[C@@H]1CCCCO[C@H](CN(C)C(=O)c2ccccc2)[C@@H](C)CN([C@H](C)CO)C(=O)c2cc(NC(=O)c3ccncc3)ccc2O1	nt	nt	7%	-6%	nt	-3	nt	?
O=C(OCC1CCCO1)c1ccc2c(c1)N(Cc1ccc(F)cc1)C(=O)c1ccccc1S2(=O)=O (centres undefined)	-2%[57.1 µM]	40%[activator]	2%	-3%	36%[activator]	3	10%[57.1 µM]	-12%
Cn1c(=O)c2c(nc(CN3CCOCC3)n2CC(O)CO)n(C)c1=O (centres undefined)	1%[57.1 µM]	15%	14%	1%	-1%	5	-7%[57.1 µM]	-15%

Part of the list above in order of number of heavy atoms, low to high:
canonical_smiles,TrxR1 substrate,HP1b binding inh,IDH1 R132H inh,Tb PGK inh,GLS inhibitor,Pin1 inhibitor,PI4K2A inh,TrxR1 inh,USP1-UAF1 inh
Cc1cc(C(=O)NNC(=S)Nc2ccccc2C)cs1,-6%,25%,1%,-6%,-6%,1%,-2,-14%,-19%
Cn1c(=O)c2c(nc(CN3CCOCC3)n2CC(O)CO)n(C)c1=O (centres undefined),1%[57.1 µM],15%,-3%,14%,1%,-1%,5,-7%[57.1 µM],-15%
Cn1c(=O)c2ncn(CC(=O)N/N=C/C=C/c3ccccc3)c2n(C)c1=O,-8%,5%,10%,-3%,?,-3%,0,11%[11.4 µM],4%

Further records
canonical_smiles,TrxR1 substrate,HP1b binding inh,IDH1 R132H inh,Tb PGK inh,GLS inhibitor,Pin1 inhibitor,PI4K2A inh,TrxR1 inh,USP1-UAF1 inh
Cc1cc(C)nc(SCc2nnc(SCC(=O)N3CCCc4ccccc43)n2C)n1,7%,14%,-3%,-10%,4%,-2%,1,1%,-1%
CN(C(=O)COC(=O)C1c2ccccc2Oc2ccccc21)C1CCS(=O)(=O)C1 (centres undefined),8%[57.1 µM],40%[activator],6%,-9%,5%,1%,-4,8%[57.1 µM],-15%
COc1cc(OC)nc(Oc2ccccc2C(=O)Oc2cccc(C)c2)n1,-3%,78%[activator],6%,0%,2%,-1%,0,18%,?
CS(=O)(=O)N1Cc2ccccc2CC1C(=O)OCC(=O)NCc1ccccc1 (centres undefined),-7%,-25%,-7%,-8%,-4%,-10%,1,-4%,1%
CC(C)(C)c1ccc(C2(C)NC(=O)N(CC(=O)NC3CCS(=O)(=O)C3)C2=O)cc1 (centres undefined),2%,4%,1%,-3%,6%,-4%,1,10%,-1%
Cc1ccc(C(=O)NC(=S)Nc2ccc(NC(=O)c3cccc(Cl)c3)cc2)cc1,-4%,14%,4%,-3%,-5%,0%,-5,10%,-15%
CN(C)CC(O)COC(c1ccc(Cl)cc1)c1ccc(Cl)cc1 (centres undefined),-1%,21%,6%,-2%,-14%,-3%,2,7%,-27%
O=C(COC(=O)C1CC2CCCC(C1)C2=O)Nc1ccc(Cl)cn1 (centres undefined),6%,28%,-1%,3%,-4%,-4%,0,10%,-18%
CSc1nc2n(n1)C(c1ccccn1)C1=C(CC(C)(C)CC1=O)N2 (centres undefined),33%[57.1 µM],1%,6%,?,17%,-3%,1,41%[activator][57.1 µM],-6%
CCOc1ccccc1C(=O)Nc1cnn(Cc2ccc(F)cc2)c1,-9%,35%,0%,7%,17%,-3%,-1,-11%,-16%
COc1ccc2nc(NC(=O)c3cccc(-c4cc5ccccc5oc4=O)c3)sc2c1,1%[57.1 µM],7%,-3%,-3%,-4%,?,?,13%[57.1 µM],-21%
Cc1nn(CCC(=O)NNC(=S)NCC(C)C)c(C)c1Br,6%[57.1 µM],33%,6%,1%,9%,-4%,1,9%[57.1 µM],-12%
CC1=C(C(=O)NC2CC(C)(C)Cc3c2cnn3-c2ccc(C)cc2)OCCO1 (centres undefined),-1%,34%,9%,5%,2%,-5%,3,10%,-9%
CCN(CC)CCN1C(=O)C(=O)/C(=C(/O)c2ccc(OC(C)C)cc2)C1c1ccncc1 (centres undefined),9%[57.1 µM],28%,6%,-3%,-1%,-3%,4,15%[57.1 µM],-12%
Cc1cccc([N+](=O)[O-])c1NC(=O)COC(=O)c1nc2nccc(C)n2n1,4%,26%,-9%,-3%,0%,-7%,-6,12%,-2%
COc1cc(C(=O)NCCN2C(=O)S/C(=C\c3ccc(F)cc3)C2=O)ccc1OCC(=O)N1CCOCC1,3%,60%[activator],-14%,-9%,-19%,0%,-7,26%,-26%
O=C1CC(c2ccco2)CC(O)=C1C=Nc1cc(Cl)ccc1O (centres undefined),-13%,?,13%,?,?,-1%,-24,?,4%
O=C(Cc1ccccc1)N/N=C/c1cc(Br)cc(Cl)c1O,3%[57.1 µM],24%,-1%,7%,22%,-11%,2,7%[57.1 µM],-17%
COc1ccc2[nH]c3c(NCCC4=CCCCC4)ncnc3c2c1,13%[57.1 µM],-21%,-7%,i,0%,12%,-4,27%[57.1 µM],-16%
Cc1cc(C)c(OCC(=O)N(Cc2cccc(F)c2)Cc2ccco2)c(C)c1,-7%,73%[activator],12%,-1%,1%,?,1,9%,-14%
N#CC1=C(N)Oc2ccc3ccc(O)cc3c2C1c1ccsc1 (centres undefined),2%[57.1 µM],-1%,-2%,-14%,-12%,?,2,-39%,-17%
